# USP1-UAF1 inh – blocks the human USP1/UAF1 deubiquitinase complex | 390,000 compounds, 0.23% hits | Potency, µM (series often up to 57.1 µM), for the others: top-dose activity change, negative = inhibition, actives largely listed as inhibitors | recombinant USP1/UAF1, Ub-Rhodamine cleavage fluorescence | AID 743255; further: potency means the concentration at half of the fitted maximal effect; on the % scale 0 is the no-effect control and ±100 the full control effect; nearly all actives have a fitted effect of over 60% in size; inactives centre near -12
#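 USP1/UAF1 complex (1 nM) preincubated 15 min at room temperature with compound, then Ub-Rho substrate (150 nM final) added. Kinetic fluorescence at 480/540 nm over 6 reads at 60 s intervals; 50 mM HEPES pH 7.8, 0.5 mM EDTA, 0.1 mg/ml BSA, 1 mM TCEP, 0.01% Tween-20.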
# Vif-APOBEC3G blk – blocks the Vif interaction with human APOBEC3G; Q9HC16; HeLa A3G-eYFP + Vif (tagged APOBEC3G with the HIV-1 protein that degrades it), YFP fluorescence, overnight; Potency, µM (top dose mostly 46.1 µM), without a hit: at the highest dose activity, negative = active, hits mostly inhibitors; 410,000 compounds, 0.076% hits;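 further: potency means the concentration at half of the fitted maximal effect; on the % scale 0 is the no-effect control and ±100 the full control effect; nearly all actives have a fitted effect of over 60% in size; hits raise eYFP signal because A3G escapes Vif-driven loss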
# Target sequence (Q9HC16 whole entry, looked up): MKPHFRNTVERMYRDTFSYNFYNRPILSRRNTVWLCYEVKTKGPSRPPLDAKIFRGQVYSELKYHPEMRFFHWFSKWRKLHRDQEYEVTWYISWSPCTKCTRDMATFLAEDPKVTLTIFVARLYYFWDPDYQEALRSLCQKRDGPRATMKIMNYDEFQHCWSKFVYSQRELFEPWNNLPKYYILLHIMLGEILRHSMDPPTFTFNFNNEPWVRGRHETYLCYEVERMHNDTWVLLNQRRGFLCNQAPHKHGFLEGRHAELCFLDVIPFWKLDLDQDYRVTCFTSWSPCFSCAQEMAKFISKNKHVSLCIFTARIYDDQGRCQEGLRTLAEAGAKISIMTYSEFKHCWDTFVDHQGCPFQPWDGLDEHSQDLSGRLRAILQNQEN
#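 HeLa cells stably expressing Vif and C-terminally eYFP-tagged A3G, seeded overnight at 37 deg C, then exposed to compound by pintool overnight at 37 deg C. Rise in yellow fluorescence (Ex 488/Em 500-530, Acumen) marks blocked Vif-driven A3G degradation.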
# LDHA inh – LDHA (human) enzyme inhibition; activity change, % (values are at about 110 or 230 µM); 480,000 compounds, 0.15% hits; P00338; purified LDHA, NADH/diaphorase-resazurin fluorescence; active compounds read low; in the data active means activity change below about -30%; inconclusive means mostly about -25% to -30%;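 further: plate controls were DMSO wells for no effect and wells without enzyme for full effect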
#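 Resorufin fluorescence (ex540/em590), read at 0 and 20 min after diaphorase/resazurin addition, reports the NADH left after a 5 min room-temperature reaction of 2 nM human LDH5 with 0.06 mM NADH and 0.2 mM pyruvate.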
# PI4K2A block – blocks human PI4K2A kinase activity; purified PI4K2A, ADP-Glo luminescence, 1 h; active compounds read low; activity change, negative = inhibition, % at 76.9 µM; 420,000 compounds, 0.13% hits; AID 1346378; in the data active means activity change below about -50%; inconclusive means mostly about -30% to -49%;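 further: -100% = wells without enzyme as full effect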
#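 ADP-Glo luminescence measured ADP generated by PI4K2A enzyme (4 ug/mL before mixing) with 1.2 mM PI substrate (pre-mix) and 300 microM ATP (pre-mix). Tris pH7.5 buffer with MgCl2, Triton X-100; 1 h reaction at ambient temperature.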
# Vif-APOBEC3F blk – inhibitors of Vif-A3F interaction; HeLa A3F-eYFP + Vif (tagged APOBEC3F with the HIV-1 protein that degrades it), YFP fluorescence increase; Potency, µM (doses to about 46.1 µM), inactives show top-dose activity, negative = active; 390,000 compounds, 0.2% hits; AID 602313; further: potency means the concentration at half of the fitted maximal effect; % of control where 0% means no effect; nearly all actives have a fitted effect of over 65% in size
#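 HeLa cells stably expressing Vif plus C-terminally eYFP-tagged A3F were seeded, incubated overnight at 37 deg C, dosed with compound, incubated overnight again at 37 deg C. Yellow fluorescence (Ex 488/Em 500-530) reported blocked Vif-mediated A3F-eYFP degradation.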
# RXFP1 agonist – RXFP1 (human) receptor agonism | 370,000 compounds, 0.3% hits | Potency, µM (highest dose often 57.5 µM), without a hit: top-dose activation, actives largely listed as activators | AID 2676 | Q9HBX9 | HEK293T-RXFP1 cAMP TR-FRET, 30 min; response scale: percent of porcine relaxin response, buffer zero; further: potency means the concentration at half of the fitted maximal effect; on the % scale 0 is the no-effect control and ±100 the full control effect; nearly all actives have a fitted effect of over 60% in size; many of its hits are not listed in these tables
#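 cAMP rise read by TR-FRET after 30 min, 37C compound exposure (up to 58 uM) in RXFP1-transfected HEK293 cells with Ro 20174 present. EC50 from Hill-equation fits, with 29 nM porcine relaxin as 100% and buffer as basal.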
# TrxR1 substrate – substrates of rat thioredoxin reductase 1. O89049. purified TrxR1 substrate turnover, NADPH consumption readout. Potency, µM (highest dose often 114 µM), for the others: top-dose activity change, negative = substrate turnover. 390,000 compounds, 0.01% hits. AID 588456; further: potency means the concentration at half of the fitted maximal effect; on the % scale 0 is the no-effect control and ±100 the full control effect; nearly all actives have a fitted effect of over 50% in size
#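 Rat TrxR1, dispensed at 90 nM, was prereduced with 400 uM NADPH (final) for 5 min at ~22 deg C, then incubated with compound 15 min before 400 uM selenite. A first-read NADPH fluorescence drop versus no-compound background flagged substrates.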
# Glioma ERSR ind – induces the endoplasmic reticulum stress response in human glioma cells; 420,000 compounds, 0.02% hits; AID 602332; Potency, µM, for inactives: at the highest dose activation, most hits filed as activators; U87-MG GRP78 promoter luciferase reporter, 16 h; further: potency means the concentration at half of the fitted maximal effect; series mostly up to about 76 µM; % of control where 0% means no effect; nearly all actives have a fitted effect of over 35% in size
#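 Stably transfected U87-MG glioma cells carrying a GRP78-based luciferase sensor; 16 h compound incubation. Luminescence end-point read 10 min after Bright-Glo addition at room temperature.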
# IDH1 R132H inh – blocks human mutant IDH1 R132H enzyme; O75874; IDH1-R132H enzyme, NADPH consumption, diaphorase/resazurin fluorescence; Potency, µM (titrated, usually from 76.6 µM), for inactives: at the top dose activity change, negative = inhibition, usual class: inhibitors; 390,000 compounds, 0.093% hits; AID 602179; further: potency means the concentration at half of the fitted maximal effect; on the % scale 0 is the no-effect control and ±100 the full control effect; nearly all actives have a fitted effect of over 65% in size
# Target sequence (O75874 whole entry R132H, stated change not applied): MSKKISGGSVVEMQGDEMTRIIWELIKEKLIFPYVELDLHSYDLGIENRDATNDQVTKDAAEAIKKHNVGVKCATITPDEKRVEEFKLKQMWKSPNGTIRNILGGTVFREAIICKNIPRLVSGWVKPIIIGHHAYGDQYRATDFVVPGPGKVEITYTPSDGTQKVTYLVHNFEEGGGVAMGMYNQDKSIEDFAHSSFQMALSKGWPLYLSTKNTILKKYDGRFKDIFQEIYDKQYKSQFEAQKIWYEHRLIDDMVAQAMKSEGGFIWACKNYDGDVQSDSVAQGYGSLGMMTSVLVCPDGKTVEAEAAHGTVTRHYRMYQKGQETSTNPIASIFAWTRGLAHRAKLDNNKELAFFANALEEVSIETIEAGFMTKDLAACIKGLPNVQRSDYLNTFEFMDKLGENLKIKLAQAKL
#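 IDH1-R132H (0.5 ug/mL) preincubated 30 min with compound, then NADPH (0.016 mM) and alpha-KG (2 mM) added; 80 min at RT, pH 7.5. Remaining NADPH coupled via diaphorase/resazurin to fluorescence (540/590 nm); concentration-response curves normalized to no-enzyme control.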
# Active calls of the source: *; u = inconclusive; x = no result given; [ ] = another dose, or the depositor's remark. Unless noted, the call rests on the fitted dose curve; in most records, active means well fitted curve in the direction sought with a large enough effect; inconclusive means small, poorly fitted or top-dose-only effect, or another doubt; inactive means no such curve, though single readings can be large; an effect the other way counts as inactive or inconclusive. Only part of the results is shown (hit frequency here may not be typical).
SMILES,USP1-UAF1 inh,Vif-APOBEC3G blk,LDHA inh,PI4K2A block,Vif-APOBEC3F blk,RXFP1 agonist,TrxR1 substrate,Glioma ERSR ind,IDH1 R132H inh
CNC(=O)NC(=O)CSc1nnc(-c2ccco2)n1-c1ccccc1,-17.4%,0.9%,-0.9,2.0,2.5%,2.3%,0.5%,-1.7%,-0.1%
CCn1c(COC(=O)CNC(=O)c2ccccc2F)nc2cc(S(=O)(=O)N(C)C)ccc21,-3.0%,2.3%,-7.5,-2.0,-0.9%,-1.2%,-2.3%,-2.4%,-1.4%
COc1ccc2oc3cc(C)[n+]([O-])c(-c4ccc(Br)cc4)c3c2c1,-1.2%,0.1%,5.2,1.9,3.0%,1.5%,-1.9%,-2.7%,-3.8%
Ic1ccc(/C=C2\C=Cc3ccccc32)cc1,x,-2.5%,6.0,x,x,x,-0.6%,u,x
CCOc1ccc(N(C(=O)c2cnccn2)C(C(=O)NC2CCCCC2)c2ccc(O)cc2)cc1 (stereo not drawn),-13.6%,-1.1%,1.8,1.5,8.9%,-1.8%,-3.1%[57.1 µM],-2.0%,9.7%
C=CCc1ccccc1OCCSc1nc(-c2ccccc2F)nc2cc(=O)[nH]n12,10.0%,1.6%,-1.8,-4.7,1.0%,10.5%,15.6%[57.1 µM],-2.7%,-8.7%
CSCCNC(=O)c1ccc(C(C)(C)C)cc1,-13.4%,-1.3%,-3.6,-3.8,0.8%,2.2%,3.4%,-10.0%,8.7%
C/C(=N\Nc1c([N+](=O)[O-])c(C)nn1C)c1ccc(F)cc1F,-16.8%,1.0%,-4.3,-5.8,3.9%,0.4%,-4.6%[57.1 µM],-1.5%,1.9%
O=C(NCc1ccc(F)cc1)C1CCN(S(=O)(=O)c2ccc(Br)s2)CC1,-15.1%,0.0%,-4.4,1.9,1.1%,1.2%,2.6%[57.1 µM],-7.4%,-2.1%
CCC(C)NC(=O)c1cc(CC(C)C)on1 (stereo not drawn),-22.7%,0.5%,-0.5,4.0,4.0%,0.1%,5.8%[57.1 µM],-1.3%,13.5%
O=C(NCCCN1CCOCC1)/C(=C/c1ccc(F)cc1)NC(=O)c1ccccc1,-13.5%,-1.6%,-3.3,3.7,-19.2%,0.1%,-2.2%[57.1 µM],-0.4%,-3.0%
COc1ccccc1N1C(=O)C(Cl)=C(Nc2ccccc2O)C1=O,-20.0%,u,9.7,-0.6,22.4µM*,-3.1%,11.3%[57.1 µM],1.1%,1.0%
CCCNc1c(N)c(=O)oc2ccccc12,-6.6%,-3.5%,-1.3,9.9,0.5%,-2.0%,8.3%[57.1 µM],-1.7%,1.1%
Cc1ccc(-c2ccc(/C=N\NC(=O)c3cc4c(ccc5ccccc54)o3)o2)cc1[N+](=O)[O-],-20.5%,-0.6%,-12.0,-1.7,4.1%,-0.2%,-4.6%,-3.8%,-2.8%
C=CCN1C(=O)C(CC(=O)O)SC1=Nc1c(C)n(C)n(-c2ccccc2)c1=O (stereo not drawn),-17.1%,1.0%,0.0,2.1,-1.3%,1.6%,-1.2%,0.4%,-2.3%
Cc1nc(SCc2nc3ccc(C(F)(F)F)cc3[nH]2)c2oc3ccccc3c2n1,x,u,0.8,-3.1,-2.4%,x,9.4%[57.1 µM],-2.6%,x
O=C(CCCNS(=O)(=O)c1ccccc1)NCc1ccco1,-7.8%,-1.7%,0.0,-3.0,0.3%,-3.4%,-2.7%,-1.9%,1.7%
CCCCSC1=C(C#N)C(c2ccccc2C)C(C(=O)OCC)C(=O)N1 (stereo not drawn),4.7%,-0.7%,2.9,-2.9,1.1%,0.7%,-9.3%,-3.3%,4.4%
Cc1ccc(CONS(=O)(=O)c2cc(C)ccc2C)cc1,-9.8%,-0.5%,-1.0,5.3,-7.7%,-0.7%,-17.2%,1.6%,-7.0%
OCC1(CCOc2ccccc2)CCN(Cc2ccccc2OC(F)F)CC1,-22.4%,-0.5%,-0.8,-7.9,-0.5%,-0.5%,8.2%,1.9%,2.1%
CCc1nc2c(OCC3COc4ccccc4O3)cccn2c1N(C)C(=O)c1ccc(OC)cc1 (stereo not drawn),x,-6.8%,0.5,-2.5,x,x,x,-0.4%,x
COCCCNS(=O)(=O)c1ccc(SC)cc1,-1.4%,0.0%,-5.7,-6.3,-9.8%,-0.8%,-7.1%,-5.8%,-1.2%
NC(=O)c1ccsc1NC(=O)c1coc2ccccc2c1=O,0.5%,-3.8%,-2.2,-0.7,u,0.2%,-6.1%,0.4%,-0.9%
O=C(NCCN1CCOCC1)C(=O)NCC1OCCN1S(=O)(=O)c1cc(F)ccc1F (stereo not drawn),-6.1%,1.1%,-1.0,-1.4,6.4%,-0.6%,-18.1%,-4.7%,1.2%
CCc1ccccc1NC(=O)CNC(=O)c1n[nH]c(=O)c2ccccc12,-14.6%,-7.3%,-4.4,1.5,10.2%,3.1%,1.1%,-12.9%,-0.6%
CCC(CC)C(=O)Nc1ccc(C(=O)Nc2cc(C)on2)cc1,u,5.4%,-9.1,4.4,-2.3%,2.3%,1.0%[57.1 µM],-1.9%,-4.2%
O=C(O)CSC1c2ccccc2C(=O)N1c1ccccc1 (stereo not drawn),-1.9%,1.7%,-0.5,-0.3,1.3%,0.4%,-1.8%,-4.1%,2.2%
O=C(CNC(=O)c1ccccc1F)OCC(=O)c1c[nH]c2ccccc12,-18.8%,-1.5%,-9.1,-3.3,-10.1%,x,-4.8%,-0.4%,11.7%
CC1(C)CC(NC(=O)C(Cl)(Cl)Cl)CC(C)(C)N1,-15.1%,0.0%,0.7,-2.1,0.5%,-0.1%,5.7%,-3.1%,-2.2%
Cc1ccc(C(C)NC(=O)CSc2ccc(S(=O)(=O)N3CCOCC3)cn2)cc1C (stereo not drawn),-18.6%,0.0%,3.6,-1.6,0.4%,-1.6%,0.7%,-4.3%,2.5%
Cn1[nH]c(C(F)(F)F)cc1=O,-15.4%,3.0%,-5.2,-1.2,-9.0%,1.5%,-0.6%,-6.2%,8.8%
CC1=C(C(=O)NCCN2CCN(C)CC2)C2(CCC(C)CC2)OC1=O (stereo not drawn),-11.3%,-2.5%,-8.2,-0.4,-6.5%,1.6%,3.5%,-1.8%,7.5%
CCCCCc1nnc(NC(=O)CS(=O)(=O)Cc2ccccc2)s1,-18.5%,-10.3%,-6.9,-1.9,1.7%,-0.6%,4.9%,-0.7%,0.0%
COC(=O)[C@@]1(Cc2ccc(OC)cc2)[C@H]2c3cc(C(=O)N(C)C)n(Cc4c(CO)[nH]cc(C)c4=O)c3C[C@H]2CN1C(=O)c1ccccc1,-12.5%,1.0%,0.3,-2.1,-3.4%,x,4.1%,-0.6%,-7.5%
O=C(CCc1nnc(C2(c3ccc(Cl)cc3)CCC2)o1)N1CCCC(O)C1 (stereo not drawn),-23.2%,-8.2%,-19.9,-4.7,-5.4%,0.7%,-2.9%,-0.6%,5.1%
CCc1ccc(C(O)(CC)C(CN2CCOCC2)c2ccccc2)cc1 (stereo not drawn),-9.6%,-0.2%,-4.1,0.7,1.4%,0.2%,6.6%[57.1 µM],-6.6%,1.9%

# Molecules listed so far with a nitro group on carbon (2):
SMILES,USP1-UAF1 inh,Vif-APOBEC3G blk,LDHA inh,PI4K2A block,Vif-APOBEC3F blk,RXFP1 agonist,TrxR1 substrate,Glioma ERSR ind,IDH1 R132H inh
C/C(=N\Nc1c([N+](=O)[O-])c(C)nn1C)c1ccc(F)cc1F,-16.8%,1.0%,-4.3,-5.8,3.9%,0.4%,-4.6%[57.1 µM],-1.5%,1.9%
Cc1ccc(-c2ccc(/C=N\NC(=O)c3cc4c(ccc5ccccc54)o3)o2)cc1[N+](=O)[O-],-20.5%,-0.6%,-12.0,-1.7,4.1%,-0.2%,-4.6%,-3.8%,-2.8%

# More records follow:
SMILES,USP1-UAF1 inh,Vif-APOBEC3G blk,LDHA inh,PI4K2A block,Vif-APOBEC3F blk,RXFP1 agonist,TrxR1 substrate,Glioma ERSR ind,IDH1 R132H inh
Cc1cc(N/N=C/c2ccc([N+](=O)[O-])o2)nc2ccccc12,-15.3%,11.2µM*,-8.1,-2.1,u,3.4%,-4.8%[57.1 µM],3.1%,-1.1%
CN1CCC(NCCC(c2ccc(F)cc2)c2ccc(Cl)cc2)CC1 (stereo not drawn),-16.0%,u,-19.8,-25.5,-6.2%,-0.2%,1.7%,-13.8%,3.0%
CCOC(=O)c1c(CC(C)C)csc1NC(=O)CCl,-27.7%,3.3%,3.8,6.1,-8.6%,1.2%,-1.5%,u,0.9%
NC(=O)C(F)(F)C12OC3C4C5CC(C6C5C3C61)C42 (stereo not drawn),-20.2%,1.2%,-10.9,-0.7,-2.2%,0.3%,8.4%,-0.1%,2.1%
COc1ccc(/C=N/NC(=O)c2ccn[nH]2)cc1COc1ccc(Cl)cc1,-19.1%,-10.2%,-3.1,1.8,-1.5%,-0.9%,-9.8%,-9.7%,4.8%
Cc1ccc(NC(=O)c2cnccn2)cc1S(=O)(=O)N(C)C,-7.8%,1.8%,-6.8,-1.0,-4.6%,0.0%,-2.8%,1.1%,4.4%

# Source: PubChem (National Center for Advancing Translational Sciences (NCATS))
